Screening results (PubChem)
UDG counterscr: Primary qHTS assay for inhibitors of Activation Induced Cytidine Deaminase (AID): UDG Counterscreen signal; FRET deamination/UDG coupled assay, UDG read, 4 h; Potency, µM (titrated, usually from 115 µM), without a hit: at the highest dose activity change, negative = inhibition, hits mostly inhibitors; 91,000 tested, 0.14% active; further: nearly all actives have a fitted effect of over 65% in size
AID inh: Primary qHTS assay for inhibitors of Activation Induced Cytidine Deaminase (AID): AID signal; Single-stranded DNA cytosine deaminase (Homo sapiens), Q9GZX7; AID deamination FRET fluorescence, UDG-coupled, 4 h; Potency, µM (top dose mostly 115 µM), without a hit: at the top dose activity change, negative = inhibition, actives largely listed as inhibitors; 91,000 tested, 0.32% active; further: nearly all actives have a fitted effect of over 25% in size
Target sequence (Q9GZX7 whole entry, looked up): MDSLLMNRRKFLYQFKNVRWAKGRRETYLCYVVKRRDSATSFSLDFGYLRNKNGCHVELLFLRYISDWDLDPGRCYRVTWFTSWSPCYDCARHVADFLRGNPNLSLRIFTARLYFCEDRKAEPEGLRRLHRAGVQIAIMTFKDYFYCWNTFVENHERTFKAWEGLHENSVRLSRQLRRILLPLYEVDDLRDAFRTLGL
The depositor's hits bear a star; ? = inconclusive; & = joins results of further samples; [ ] = dose if it differs, or a comment. The call rests on the fitted dose curve; in most records, active means well fitted curve in the direction sought with a large enough effect; inconclusive means small, poorly fitted or top-dose-only effect, or another doubt; inactive means no such curve, though single readings can be large; an effect the other way counts as inactive or inconclusive. On the % scale 0 is the no-effect control and ±100 the full control effect; potency means the concentration at half of the fitted maximal effect.

item	SMILES	UDG counterscr	AID inh
1	COc1cc(C(CC(=O)NCc2ccccc2)N2Cc3ccccc3C2=O)cc(OC)c1OC (configuration not stated)	2%	13%
2	C=CCSc1nnc(NC(=O)c2cc(=O)c3c(C)cc(C)cc3o2)s1	0%	?
3	Cc1cccc(OCCSc2nc3ccccc3n2CC(O)CO)c1 (configuration not stated)	0%	-7%
4	CCOc1ccc(NC(=O)c2c(NC(=O)c3ccccc3Br)sc3c2CCC(C)C3)cc1 (configuration not stated)	-13%	-24%
5	O=C(/C=C/c1ccc(-c2ccc(Cl)c(Cl)c2)o1)c1ccc(F)cc1	-7%	-1%
6	O=C(Oc1ccc(Br)c2ccccc12)c1ccc(-c2ccccc2)cc1	-10%	-3%
7	CC(C)CSc1nnc(-c2ccccc2)c(-c2ccccc2)n1	-19%[57.5 µM]	-25%[57.5 µM]
8	COc1ccc(NC(=O)c2nc3nc(C)cc(C)n3n2)cc1OC	1%	0%
9	COc1ccccc1C(=O)Oc1ccc(C)cc1	7%	-7%
10	COC(=O)C1=C(N)Oc2c(oc(CO)cc2=O)C1c1ccc(F)cc1F (configuration not stated)	0%	3%
11	Cc1c(Cl)cccc1NC(=O)Cn1cnc2nc3c(cc2c1=O)CCCC3	-16%	?
12	COc1cc(NC(=O)Cn2nc(C(F)(F)F)c3c2CCCC3)c(OC)cc1Cl	-7%	9%
13	CCC(=O)N1CCc2cc(Br)cc(S(=O)(=O)N3CCN(c4cc(C)ccc4C)CC3)c21	1%	18%
14	Cc1ccc(O)c(C(C)(C)C)c1	-1%	8%
15	Cc1cc(C)c(C)c(SC(C(N)=O)c2ccccc2)c1C (configuration not stated)	2%	-6%
16	COC(=O)COc1ccc2cc(-c3ccc(Cl)cc3)c(=O)oc2c1	-6%	-5%
17	COc1ccc(CC(=O)NCCc2sc(-c3ccc(Cl)cc3)nc2C)cc1OC	15%	-17%
18	O=C(C1CCN(c2ncnc3c2nc2n3CCCCC2)CC1)N1CCN(c2ccccc2F)CC1	-4%	-3%
19	COc1ccccc1C1C=C(c2ccc(C(C)C)cc2)Nc2nnnn21 (configuration not stated)	-6%[57.5 µM]	-19%[57.5 µM]
20	CCC1CN(C(=O)C2CCN(S(=O)(=O)c3c(C)noc3/C=C/c3ccc(C)cc3)CC2)c2cc(C)ccc2O1 (configuration not stated)	-7%	-20%
21	COc1cccc(-c2cc(C(=O)NCc3ccccn3)[nH]n2)c1	-8%	-6%
22	CCN(CCCNC(=O)CN1N=C(c2ccc(OC)cc2)CCC1=O)c1cccc(C)c1	-7%[57.5 µM]	14%
23	CCn1c(C)cc(C(=O)CSc2nc3ccc(OC)cc3[nH]2)c1C	2%	-3%
24	CCc1cc(=O)oc2cc(OCC(=O)NC3CC(C)(C)NC(C)(C)C3)ccc12	6%	2%
25	COc1ccc(CN2CCN(Cc3ccncc3)CC2)c(OC)c1	-7%	7%
26	COc1ccc(NS(=O)(=O)c2ccc(N3CCCCS3(=O)=O)cc2)cc1Cl	8%	-2%
27	Cc1ccc(C(C)NC(=O)Nc2ccc(Cl)cc2F)c(C)c1 (configuration not stated)	1%	14µM*
28	Fc1ccccc1C1=NC(c2ccc(C(F)(F)F)cc2)=Nc2ccccc2N1	-10%	2%
29	CCc1cccc2c(C(=O)CN3CCN(C(C)C(=O)NC4CC4)CC3)c[nH]c12 (configuration not stated)	6%	7%
30	Cc1nn(-c2ccc(N3CCOCC3)nn2)c(C)c1CCC(=O)NCc1ccc(Cl)cc1	-2%	15%
31	COc1ccc(-c2cc3ccc(OC(=O)N4CCOCC4)cc3oc2=O)cc1	6%	-5%
32	CCOc1ccc(CNC(=O)c2nn(-c3ccc(OC)cc3)c(=O)c3c2c2ccccc2n3C)cc1	31%[activator]	-8%
33	CCOC(=O)c1c(NC(=O)CSc2cn(CCNC(=O)c3ccc(OC)c(OC)c3)c3ccccc23)sc2c1CCC2	6%	?
34	Cc1noc(C)c1COc1cccc(C(=O)N2CCC(C(N)=O)CC2)c1	-1%	-7%
35	CC(C)(C)OC(=O)N1CCC(c2c(C(=O)N3CCN(C(=O)c4ccco4)CC3)cnn2-c2ccc(F)cc2F)CC1	-6%	8%
36	Cc1ccc(C(=O)CSc2nc(-c3ccccc3)nc3c2CCCC3)c(C)c1	-10%	?
37	O=C(Nc1nc(-c2ccc(Cl)s2)cs1)c1ccccc1F	2%	8%
38	COc1ccc(NC(=O)CN(C)S(=O)(=O)c2cnc[nH]2)cc1	7%	0%
39	Cc1cc(N2CCN(S(=O)(=O)c3ccc(C(F)(F)F)cc3)CC2)nc(C(C)C)n1	-15%	-28%
40	O=C(C1COc2ccccc2O1)N(Cc1cccnc1)c1nc2c(F)cc(F)cc2s1 (configuration not stated)	31%&21%[activator]	-12%&-7%
41	CCCN(Cc1cccs1)C(=O)Nc1ccc(OCC)cc1	7%	-16%
42	Cc1cc(C)n2nc(C(=O)Nc3nc(-c4cccc(Br)c4)cs3)nc2n1	-3%	?
43	CCSc1nnc2c(n1)OC(c1sccc1C)N(C(C)=O)c1ccccc1-2 (configuration not stated)	-8%[57.5 µM]	12%[57.5 µM]
44	Cc1ccc(CN2COc3ccc4c(C)cc(=O)oc4c3C2)cc1	26%	99%[activator]
45	O=C(O)c1ccc(CNCc2cccc(Cl)c2Cl)cc1	12%	-3%
46	CCOC(=O)c1oc2cc(OS(C)(=O)=O)ccc2c(=O)c1-c1ccc(Br)cc1	-1%	-11%
47	COc1ccc(Cl)cc1NS(=O)(=O)c1ccc(N2C(=O)C(C)CS2(=O)=O)cc1 (configuration not stated)	-9%	-1%
48	O=C(NCC1CCCO1)c1ccc(NS(=O)(=O)c2ccc3[nH]c(=O)[nH]c3c2)cc1 (configuration not stated)	-3%	-2%
49	COc1ccccc1C(=O)Nc1nnc(S(=O)(=O)N2CCCCC2)s1	13%	-14%
50	CCCOc1ccc(CNC(=O)C(NS(=O)(=O)c2cccs2)C(C)C)cc1 (configuration not stated)	3%	-21%
51	C=CCNC(=O)CN1CCN(Cc2ccc(F)c3cccnc23)CC1	-2%	4%
52	Cc1ccc(C(CNC(=O)c2cc(=O)c3ccc(Br)cc3o2)N2CCCCC2)o1 (configuration not stated)	-1%	7%
53	S=C(NCc1ccc(Cl)cc1)Nc1ccc(Br)cn1	5%	1%
54	CN(C)S(=O)(=O)c1ccc(C(=O)N2CC(=O)Nc3ccc(Br)cc3C2c2ccc(F)cc2)cc1 (configuration not stated)	-7%	-8%
55	Cc1cc(C)c(NC(=O)CSc2nc(=O)n(Cc3cccnc3)c3c2CCC3)c(C)c1	?	17%
56	CCC(CC)NC(=O)CCc1ccc(S(=O)(=O)N2CCCCC2)cc1	-8%	-1%
57	CCCCCCCOc1ccc(C=Nc2ccc(CCCC)cc2)c(O)c1	5%	-2%
58	Cc1ccc(-c2csc(Nc3cccc(C)c3C)n2)cc1	-8%	-10%
59	CCOC(=O)N1CCc2c(sc3c2c(=O)n(Cc2ccccc2)c(=O)n3Cc2cc(C)ccc2C)C1	1%[57.5 µM]	2%
60	Cc1cccc(-n2c(=O)c3ccccc3n(Cc3ccccc3)c2=O)c1	-2%	-10%

Following part
item	SMILES	UDG counterscr	AID inh
61	Cc1ccc(NC(=O)CN2CCN(S(=O)(=O)c3ccc(C(C)C)cc3)CC2)cc1F	-15%[57.5 µM]	?
62	COc1c(C)cc(Br)cc1C(=O)Nc1sc2c(c1C(N)=O)CCCCC2	-17%	1%
63	CC(C)c1nnc(NC(=O)NCC(O)c2ccccc2F)s1 (configuration not stated)	9%	-1%
64	COc1cccc(CNC(=O)CNS(=O)(=O)c2ccc3nc(C)sc3c2)c1	-2%	7%
65	O=C(c1ccccc1F)N1CCN(Cc2c[nH]c3ccccc23)CC1	0%	11%
66	COc1ccc(/C(O)=C2\C(=O)C(=O)NC2c2ccc(Cl)cc2)cc1F (configuration not stated)	4%	0%
67	O=C(/C=C/NCCN(/C=C/C(=O)C(F)(F)F)CCN/C=C/C(=O)C(F)(F)F)C(F)(F)F	3%	49%[activator]
68	CCCCOc1ccc(C(=O)OCC(=O)c2ccc(Cl)cc2Cl)cc1	-4%	1%
69	COc1cccc(CNc2cc(C)nc3nc(-c4ccc(C)cc4)nn23)c1	3%	73%[activator]
70	Cc1cc(NC(=O)C2CCCN(S(=O)(=O)c3cccc4nsnc34)C2)ccc1Br (configuration not stated)	-15%	6%
71	Fc1ccc(Nc2nc(SCc3cccc(Cl)c3)nc3ccccc23)cc1	-15%[57.5 µM]	-20%
72	COC(=O)c1c(C)sc(-c2c(-c3ccc4c(c3)OCCO4)[nH]c3c2c(=O)n(C)c(=O)n3C)c1O	44%[activator]	37%[activator]
73	NC(=O)NCCC(=O)O	-8%	-9%
74	Cc1cc(C)cc(N2C(=O)N(CC(=O)c3ccc(Br)cc3)c3ccccc3S2(=O)=O)c1	-1%	-11%
75	CCN(CC)CCNC(=O)c1ccc(NC(C)=O)cc1	-2%	2%
76	COc1cccc(NC(=O)CN(C)S(=O)(=O)c2ccc3nc(C)sc3c2)c1	-7%	-20%
77	S=C(NCc1ccccc1)NN=C(Cc1ccccc1)Cc1ccccc1	-14%	-14%
78	Cc1ccc(C)c2c(=O)cc(CSc3nnc(-c4cccc(F)c4)n3C)[nH]c12	1%	-7%
79	N#C/C(=C\c1cccc(F)c1)c1nc(-c2cc3c(ccc4ccccc43)oc2=O)cs1	-5%	44%[activator]
80	COc1cc2c(cc1OC)C(c1ccccc1)N(CC(=O)Nc1ccc(NC(C)=O)cc1)CC2 (configuration not stated)	10%	0%
81	CCc1ccc(Oc2coc3cc(OC(=O)OC)ccc3c2=O)cc1	3%	-5%
82	COc1ccc(NC(=O)CSC2=Nc3ccccc3C3=NC(CCC(=O)NC4CCCCC4)C(=O)N23)cc1 (configuration not stated)	?	-23%
83	Cc1ccc(CNC(=O)c2ccc(N3Cc4ccccc4Oc4ncccc43)s2)cc1	-15%	1%
84	CCn1cc2nc(SCc3cccc(C(F)(F)F)c3)n(Cc3ccc(C)cc3)c(=O)c2n1	?	?
85	CCOc1ccc(CNCc2c(C(=O)O)c(C)n(Cc3c(F)cccc3Cl)c2C)cc1OC	-3%	4%
86	CC1CN(CCCCN)CC(C)O1 (configuration not stated)	1%	9%
87	Cc1cc(C)cc(-n2nnc(-c3nc(-c4ccccc4F)no3)c2C)c1	-6%	-13%
88	CCOC(=O)c1ccc(NC(=O)C2=C(C)C(=O)OC23CCN(C(C)=O)CC3)cc1	-4%	5%
89	CC(=O)Nc1ccc(C(=O)CSc2nnc3ccc4ccccc4n23)cc1	-10%	-10%
90	Cc1ccc(NC(NC(=O)c2cccc(C)c2)C(Cl)(Cl)Cl)cc1 (configuration not stated)	-3%	3%
91	Cc1ccccc1N1CC(C(=O)Nc2ccccc2C(=O)N(C)Cc2ccccc2)CC1=O (configuration not stated)	-14%	-13%
92	COc1ccc(C)cc1NC(=O)CN1CCN(S(=O)(=O)c2ccc(Br)cc2)CC1	1%	4%
93	O=C(COc1ccccc1-c1nnc(-c2ccccc2)o1)Nc1ccc(Br)cc1F	-22%	-2%
94	COc1cccc(-c2nc(CSCC(=O)NCCc3ccc(Cl)cc3)c(C)o2)c1	-12%	?
95	c1ccc(-c2cc3ncc4c(n3n2)-c2ccccc2OC4)cc1	-2%	-3%
96	COc1ccc(C(C)=O)cc1CO/N=C/c1ccccc1Cl	-10%	-18%
97	CC1CCC2(CC1)NC(=O)N(Cc1coc(-c3cccs3)n1)C2=O (configuration not stated)	-1%	-3%
98	COCCc1nn2c(=O)cc(COC(=O)c3cccs3)nc2s1	-9%	16%
99	CCOC(=O)c1cc(-c2ccc(OC)cc2)n(CCC(=O)Nc2ccc(OC)cc2OC)c1C	-10%[57.5 µM]	-19%
100	CCOC(=O)c1ccc(Oc2c(C(F)(F)F)oc3cc(OC(=O)c4ccccc4)ccc3c2=O)cc1	-1%	-7%
101	COc1cccc(-c2ncnn2-c2sc3c(c2C#N)CCCCC3)c1OC	-2%[57.5 µM]	-3%[57.5 µM]
102	O=C(CCC(=O)N1Cc2ccccc2Oc2ncccc21)NCc1cccc(Cl)c1	5%	-7%
103	C#CCNC(=O)CN1CCCC1C(=O)NCC(F)(F)F (configuration not stated)	-1%	-2%
104	CCn1c(=O)cc(OCC(=O)NCc2ccccc2OC)c2ccccc21	-1%	-13%
105	CCOC(=O)C(NC(=O)[C@@H](NC(=O)c1ccccc1OCC)C(C)C)C(=O)OCC	-1%	2%
106	O=C(O)c1ccc(CSc2cccc(Cl)c2)cc1	-2%	-3%

Laid out differently: 5 of the compounds above.
Under each structure: UDG counterscr	AID inh
45) O=C(O)c1ccc(CNCc2cccc(Cl)c2Cl)cc1
→ 12%	-3%
46) CCOC(=O)c1oc2cc(OS(C)(=O)=O)ccc2c(=O)c1-c1ccc(Br)cc1
→ -1%	-11%
47) COc1ccc(Cl)cc1NS(=O)(=O)c1ccc(N2C(=O)C(C)CS2(=O)=O)cc1 (configuration not stated)
→ -9%	-1%
48) O=C(NCC1CCCO1)c1ccc(NS(=O)(=O)c2ccc3[nH]c(=O)[nH]c3c2)cc1 (configuration not stated)
→ -3%	-2%
49) COc1ccccc1C(=O)Nc1nnc(S(=O)(=O)N2CCCCC2)s1
→ 13%	-14%

Not all compounds are listed; rates above refer to the full screens.
